Screening data as filed in PubChem.
Menin-MLL TR inh: qHTS Assay for Inhibitors Targeting the Menin-MLL Interaction in MLL Related Leukemias: Competition With Texas Red Labeled MLL-derived Mutant Peptide | O00255 | Menin + Texas Red MLL mutant peptide, fluorescence polarization | Potency, µM (titrated, usually from 61.6 µM), inactives show at the top dose FP activity change, negative = inhibition, actives largely listed as inhibitors | 0.23% of 270,000 active; active means well fitted inhibition curve with a large enough effect in the polarisation, with a control signal flat, not every such curve was filed as active; inconclusive means small, poorly fitted or top-dose-only effect, or effect the other way, or a change in a side signal; inactive means no such curve, though single readings can be large or run the other way; the % refers to the polarisation; further: potency means the concentration at half of the fitted maximal effect; % of control where 0% means no effect; many of its hits are not listed in these tables
TSHR antag: Antagonists of the Thyroid Stimulating Hormone Receptor: HTS campaign | TSHR-expressing cells, TSH-stimulated cAMP HTRF, 2 h; stronger effect = lower value | AID 504810, 2011 | activity change, negative = inhibition, % at 11.5 µM | 0.2% of 330,000 active | Thyrotropin receptor (Homo sapiens), P16473;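 active means activity change below a set negative limit, meaning inhibition stronger than a set level, cut at about -70% in these data; inconclusive means activity change between two set negative limits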; further: on the % scale 0 is the no-effect control and ±100 the full control effect
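Inhibition of cAMP made by TSHR-expressing cells under TSH stimulation (4nM final, EC80; 2 h, 37 deg C) is quantified with a one-step lysis HTRF kit, anti-cAMP cryptate versus cAMP-d2.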
GALK inh: qHTS Assay for Inhibitors of Human Galactokinase (GALK); Potency, µM (top dose mostly 57.5 µM), for the others: top-dose activity change, negative = inhibition, usual class: inhibitors; P51570; 0.007% of 270,000 active; AID 1868, 2009; Purified GALK, Kinase-Glo residual ATP luminescence; further: potency means the concentration at half of the fitted maximal effect; on the % scale 0 is the no-effect control and ±100 the full control effect
Target sequence (P51570 whole entry, looked up): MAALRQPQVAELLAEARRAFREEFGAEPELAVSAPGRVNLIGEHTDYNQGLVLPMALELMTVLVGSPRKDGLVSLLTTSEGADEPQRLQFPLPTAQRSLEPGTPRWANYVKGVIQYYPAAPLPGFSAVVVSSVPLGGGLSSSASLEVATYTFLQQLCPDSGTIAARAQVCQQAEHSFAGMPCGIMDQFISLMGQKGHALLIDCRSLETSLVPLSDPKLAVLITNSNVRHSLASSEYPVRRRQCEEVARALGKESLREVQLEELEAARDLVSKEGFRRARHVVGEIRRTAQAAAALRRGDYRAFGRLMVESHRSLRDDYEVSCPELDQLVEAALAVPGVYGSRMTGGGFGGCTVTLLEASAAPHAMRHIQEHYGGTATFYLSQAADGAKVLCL
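GALK at 5 nM final was combined with compound, 35 uM ATP and 100 uM galactose in HEPES pH8.0 with MgCl2 and DTT. The reaction ran one hour at room temperature before luminescent ATP detection.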
MBNL1 CUG block: qHTS Assay for Inhibitors of MBNL1-poly(CUG) RNA binding | Potency, µM (highest dose often 57.5 µM), for the others: top-dose activity change, negative = inhibition, hits mostly inhibitors | 0.036% of 280,000 active | TR-FRET MBNL1-His/biotin-(CUG)12 binding, 665/545 ratio | Muscleblind-like protein 1 (Homo sapiens), Q9NR56; active means well fitted inhibition curve with a large enough effect in the signal ratio, with a control signal flat, not every such curve was filed as active; inconclusive means small, poorly fitted or top-dose-only effect, or effect the other way, or a change in a side signal; inactive means no such curve, though single readings can be large or run the other way; the % refers to the signal ratio; further: potency means the concentration at half of the fitted maximal effect; on the % scale 0 is the no-effect control and ±100 the full control effect
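Inhibition of protein-RNA binding appears as loss of TR-FRET between terbium anti-His antibody on MBNL1-His and streptavidin-XL665 on biotin-(CUG)12. Activity is normalized to buffer-only and uninhibited-complex controls.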
Chronic BCR inh: qHTS Assay to Find Inhibitors of Chronic Active B-Cell Receptor Signaling. ABC-DLBCL IkBa-CBG/CBR reporter, luminescence ratio, 4 h. Potency, µM (highest dose often 46.1 µM), inactives show top-dose ratio change, negative = lower green/red ratio, hits mostly inhibitors. 0.05% of 340,000 active; active means well fitted inhibition curve with a large enough effect in the signal ratio, with a control signal flat, not every such curve was filed as active; inconclusive means small, poorly fitted or top-dose-only effect, or effect the other way, or a change in a side signal; the % refers to the signal ratio;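 further: potency means the concentration at half of the fitted maximal effect; plate controls were basal doxycycline-induced cells for no effect and cells given 10 µM MG132 for full effect; MG132 reads +100%, hits lower the ratio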
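TMD8 human ABC-DLBCL cells with doxycycline-inducible IκBα–green luciferase fusion and unfused red luciferase, in 0.5% FBS medium; compounds up to 46 uM, 4 h at 37C. Green/red luminescence ratio, filter-overlap corrected, fitted to concentration-response curves.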
S-ASM inh: Inhibitors of Secretory Acid Sphingomyelinase (S-ASM): qHTS; placental ASM, HMU-PC fluorogenic substrate, 60 min; Potency, µM (top dose mostly 57.5 µM), inactives show top-dose activity change, negative = inhibition, hits mostly inhibitors; 0.006% of 340,000 active; AID 504937, 2011; further: potency means the concentration at half of the fitted maximal effect
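Human placenta-derived ASM preincubated with compound 10 min at room temperature, then reacted with 9 uM (final) fluorogenic HMU-PC substrate for 60 min at 37 C. Stop solution raises pH to 10; fluorescence read at Ex 386/Em 447 nm.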
KCNH2 WT inh: qHTS for Inhibitors of KCHN2 3.1: Wildtype qHTS. 0.37% of 340,000 active. activity change, % at 1.84 µM. Voltage-gated inwardly rectifying potassium channel KCNH2 (Homo sapiens), Q12809. U2OS, BacMam KCNH2, thallium flux FluxOr; stronger effect = lower value;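 active means maximum activity change below -70%; inconclusive means maximum activity change between -70% and -50%; inactive means maximum activity change above -50%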; further: on the % scale 0 is the no-effect control and ±100 the full control effect
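U2OS cells transduced with wild-type KCNH2 virus are loaded with FluxOr dye for 45 min, and thallium flux is measured in kinetic reads before and after stimulation buffer. Rate constants are normalized to DMSO controls.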
PKM2 activator: qHTS Assay for Activators of Human Muscle isoform 2 Pyruvate Kinase. purified PKM2, Kinase-Glo ATP luminescence, activation; response scale: 0% is enzyme alone, no compound. AID 1631, 2009. 0.34% of 260,000 active. Potency, µM (highest dose often 57.5 µM), for inactives: top-dose activation, actives largely listed as activators; further: potency means the concentration at half of the fitted maximal effect; on the % scale 0 is the no-effect control and ±100 the full control effect; nearly all actives have a fitted effect of over 55% in size
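Kinase-Glo luminescence reports ATP generated from ADP (0.1 mM) and PEP (0.5 mM) by purified hPK-M2 after 1 h at room temperature, pH 7.2 imidazole buffer; intermediate enzyme activity allows detecting inhibitors and activators.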
Mito fusion act: qHTS Assay for Small Molecule Inhibitors of Mitochondrial Division or Activators of Mitochondrial Fusion; S. cerevisiae fusion-defective mutant growth rescue, CellTiterGlo 48 h; Potency, µM (highest dose often 46.1 µM), inactives show at the highest dose growth rescue (activation), usual class: activators; 0.23% of 320,000 active; AID 485298, 2010;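 further: potency means the concentration at half of the fitted maximal effect; % of control where 0% means no effect; nearly all actives have a fitted effect of over 45% in size; temperature-sensitive fusion mutants such as fzo1-1 at 37 °C on non-fermentable ethanol glycerol medium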
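Read-out: ATP-based luminescence (CellTiterGlo, 10 min ambient) reporting growth of fusion-defective ts yeast after 48 hours at 37C on glycerol/ethanol YPEG medium in the presence of compound.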
USP2a inh: qHTS Assay for Inhibitors of Ubiquitin-specific Protease USP2a Using CHOP2 as the Reporter | USP2 core, Ub-CHOP2 coupled fluorogenic reporter, 485/531 | Potency, µM (highest dose often 38.3 µM), for inactives: at the highest dose activity change, negative = inhibition, usual class: inhibitors | Ubiquitin carboxyl-terminal hydrolase 2 (Homo sapiens), O75604 | 0.01% of 330,000 active | AID 463254, 2010;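 further: potency means the concentration at half of the fitted maximal effect; plate controls were DMSO wells for no effect and full inhibition by NEM control for full effect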
Target sequence (O75604 whole entry, looked up): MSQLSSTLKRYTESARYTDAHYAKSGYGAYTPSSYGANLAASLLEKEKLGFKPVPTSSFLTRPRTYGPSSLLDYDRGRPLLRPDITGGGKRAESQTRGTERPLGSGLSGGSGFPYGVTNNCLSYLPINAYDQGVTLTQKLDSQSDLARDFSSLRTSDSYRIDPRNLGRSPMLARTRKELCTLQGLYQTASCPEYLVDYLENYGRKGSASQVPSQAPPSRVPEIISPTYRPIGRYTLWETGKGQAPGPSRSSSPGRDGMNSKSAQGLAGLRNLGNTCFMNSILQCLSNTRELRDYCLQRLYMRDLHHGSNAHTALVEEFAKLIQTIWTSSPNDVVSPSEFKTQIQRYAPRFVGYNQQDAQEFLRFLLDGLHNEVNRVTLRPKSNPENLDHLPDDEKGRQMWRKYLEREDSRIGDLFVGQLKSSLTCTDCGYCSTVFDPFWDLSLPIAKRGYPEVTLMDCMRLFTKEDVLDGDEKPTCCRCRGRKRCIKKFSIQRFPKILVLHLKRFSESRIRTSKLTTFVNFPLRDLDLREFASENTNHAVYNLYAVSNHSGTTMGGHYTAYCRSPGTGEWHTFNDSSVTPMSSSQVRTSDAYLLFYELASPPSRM
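Deubiquitinase activity read as fluorescence (485/531 nm) after Ub-CHOP2 cleavage activates the enterokinase reporter on its substrate; USP2 core 10nM, Ub-CHOP2 and substrate 25nM each, 30min compound preincubation then 60min RT; data normalized to NEM, curves fitted.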
Eya2 inh: qHTS Assay for Inhibitors of the Phosphatase Activity of Eya2 | recombinant Eya2, OMFP fluorescence dephosphorylation (OMFP is methylfluorescein phosphate) | Potency, µM (titrated, usually from 76.9 µM), for the others: at the highest dose activity, negative = inhibition, actives largely listed as inhibitors | 0.006% of 330,000 active; further: potency means the concentration at half of the fitted maximal effect; on the % scale 0 is the no-effect control and ±100 the full control effect
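Eya2 protein (added as 0.2 uM solution) was preincubated with compound for 10 min at ambient temperature in 50 mM HEPES pH 7.5, 50 mM NaCl, 5 uM MgCl2, 0.05% BSA, 1 mM DTT. OMFP (added at 50 uM) then reacted 10 min; fluorescence read at 485/525 nm.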
Active calls of the source: *; i = inactive; ? = inconclusive; nt = not tested or not shown; [ ] = remark or other dose. Unless noted, the call rests on the fitted dose curve; in most records, active means well fitted curve in the direction sought with a large enough effect; inconclusive means small, poorly fitted or top-dose-only effect, or another doubt; inactive means no such curve, though single readings can be large; an effect the other way counts as inactive or inconclusive.

SMILES | Menin-MLL TR inh | TSHR antag | GALK inh | MBNL1 CUG block | Chronic BCR inh | S-ASM inh | KCNH2 WT inh | PKM2 activator | Mito fusion act | USP2a inh | Eya2 inh
COc1cc(-c2nc3cnccn3c2Nc2ccccc2)ccc1O | 1% | -20 | 0% | ? | ? | 164%[activator] | 8 | -2% | -6% | -1% | 5%
COC(=O)C1=C(Nc2ccccc2NC(=O)c2ccccc2C(=O)O)CSC1 | nt | 10 | nt | 5% | -3% | 40% | 2 | -21% | -10% | 4% | 6%
CCOC(=O)N1CCN(C(=O)C(NC(=O)c2ccc(C(C)(C)C)cc2)C(C)C)CC1 (stereo unspecified) | nt | -23 | nt | nt | -5% | 3% | -2 | nt | 6% | 2% | 7%
Cc1ccc(NC(=O)Nc2cccn(Cc3c(F)cccc3Cl)c2=O)cc1 | 24% | -7 | -1% | -1% | 1% | 0% | 3 | -2% | 9% | 1% | 6%
COc1ccc(-c2noc(CCCC(=O)NCCc3ccccc3)n2)cc1OC | 3% | 29 | 0% | -25% | 11% | 5% | 2 | 8% | -2% | -2% | -4%
CCOP(=O)(/C(C#N)=C(\C)O)c1ccccc1 (stereo unspecified) | -12% | -9 | 1% | -2% | -3% | 4% | nt | nt | -1% | 3% | 8%
C=C(C)Cn1c(CCNC(=O)CC)nc2ccccc21 | 12% | -5 | 1% | -1% | -5% | 5% | -1 | 1% | -2% | 0% | 0%
CC(=O)Nc1ccc(N=Nc2ccccc2)cc1 | 9% | -6 | 1% | nt | ? | -10% | -1 | 1% | 19% | 3% | 3%
O=c1cc(O)cc(/C=C/c2ccc(O)c(O)c2)o1 | 27% | -9 | nt | ? | nt | nt | nt | nt | 16µM* | nt | 3%
O=c1[nH]c2cccc(F)c2n2cccc12 | 2% | 1 | 4% | -2% | 0% | 5% | -7 | nt | -15% | 2% | -6%
COCCSc1ccccc1C(=O)NCc1ccc2c(c1)OCO2 | -12% | 5 | 1% | -5% | -1% | 0% | -8 | 22% | -2% | -2% | 26%
COc1ccc(N(CC(=O)NC2CCCC2)S(=O)(=O)c2c(C)[nH]c(=O)[nH]c2=O)cc1 | -1% | 31 | 2% | -8% | -14% | 2% | 13 | -18% | 1% | -1% | 15%
CCN(CC)C(=O)Cn1nnc(-c2ccc(S(C)(=O)=O)cc2)n1 | -6% | -14 | 7% | -10% | 1% | 2% | nt | -17% | -9% | 2% | 4%
O=C(CC1C(=O)NCCN1C(=O)Nc1ccccc1)Nc1cc(Cl)cc(Cl)c1 (stereo unspecified) | ? | -5 | 0% | 3% | -2% | -8% | -8 | -1% | -1% | 0% | -1%
CCc1sc(C(=O)NCCCn2ccnc2)cc1Br | -20% | 21 | 3% | -5% | 1% | -1% | -5 | 0% | -1% | -3% | ?
CCc1cccc(C)c1NC(=O)COC(=O)CNC(=O)c1cccs1 | nt | 4 | nt | nt | 4% | -3% | -2 | nt | -3% | 0% | 3%
Cc1ccc(-c2cnc(N)n2C)cc1C | 2% | -1 | 6% | -2% | 2% | 0% | -27 | 1% | -2% | -1% | -4%
CCOC(=O)NC(=O)COC(=O)CCCSc1nc2ccccc2s1 | -26% | 2 | 4% | 9% | ? | -1% | -13 | -5% | 7% | -4% | 10%
CCOC(=O)C1(Cc2ccc(OC)cc2)CCN(C(=O)Cc2cccnc2)CC1 | -12% | -2 | 2% | -9% | 3% | 5% | 11 | -1% | 0% | 2% | ?
Cc1onc(-c2ccccc2)c1C(=O)N1CCN(C/C=C/c2ccccc2)CC1 | -14% | 10 | 1% | 9% | 1% | 3% | -9 | 1% | -1% | 1% | -24%
CCOC(=O)c1oc2ccccc2c1NC(=O)c1cccc(OC)c1OC | 15% | 12 | 2% | 0% | ? | -8% | 3 | -9% | ? | -6% | -15%
O=S(=O)(c1ccc(OCC(O)CN2CCc3ccccc3C2)cc1)N1CCOCC1 (stereo unspecified) | 2% | 2 | -4% | -2% | 5% | 8% | 6 | -1% | 2% | 1% | -16%
COc1ccc(/C=C(/NC(=O)c2ccc(C)cc2)C(=O)NCc2ccncc2)cc1 | nt | 23 | -4% | 6% | -2% | 2% | 43 | nt | 0% | 3% | -3%
O=C(/C=C/c1ccc(Cl)cc1Cl)Nc1ccncc1 | ? | 9 | nt | ? | 0% | -7% | 3 | -10% | ? | 1% | 4%
CCOC(=O)N1CCN(C(=S)NC(=O)c2ccc(Br)cc2)CC1 | -4% | -5 | 0% | 8% | -6% | -3% | 4 | nt | 1% | 2% | 2%
CCc1ccc2[nH]cc(C(=O)OCCOC)c(=O)c2c1 | 15% | -1 | 2% | 2% | 5% | 0% | 0 | -2% | 0% | 3% | 4%
C/C(=N\Nc1cccc(Cl)c1)C1(C)N(O)C(C)(C)C(c2ccco2)=[N+]1[O-] (stereo unspecified) | nt | 1 | 10% | -7% | -16% | -2% | -5 | 0% | 5% | 0% | -1%
CC(C)Cn1c(N)c(S(=O)(=O)c2cccs2)c2nc3ccccc3nc21 | ? | 5 | -4% | 10% | ? | nt | -10 | 2% | -6% | 0% | 3%
COc1ccc(S(=O)(=O)N2CCN(c3ccccc3)CC2)cc1C(=O)N1CCCC1 | nt | 4 | 5% | -5% | 3% | 2% | -6 | 0% | 3% | -1% | -4%
Cc1ccc(C)c(C(C)NC(=O)C2C3CCC(O3)C2C(=O)O)c1 (stereo unspecified) | 7% | -1 | 1% | 2% | 1% | nt | nt | -3% | 1% | 0% | 4%
O=c1cc(-c2cccc(Cl)c2)oc2cccc(O)c12 | 4% | -2 | 2% | 5% | 2% | -2% | -4 | 4% | -21% | 0% | -2%
CCOc1ccc(S(=O)(=O)N2CCCC(C(=O)Nc3cccc(C)c3)C2)cc1 (stereo unspecified) | 50%[activator] | -9 | 4% | -6% | 6% | 0% | -10 | 3% | 6% | 2% | -12%
Cc1ccc(S(=O)(=O)CC(=O)NCc2ccccc2)cc1 | nt | 19 | -8% | 17% | -16% | 1% | 4 | 7% | 3% | 4% | -13%
O=C(Cc1ccc(Cl)cc1Cl)Nc1ccc(OC(F)F)c(Cl)c1 | ? | -18 | -2% | nt | ? | -7% | -2 | -11% | 5% | 0% | 0%
CCN(CC)S(=O)(=O)c1ccc(OCC(=O)NC2CCS(=O)(=O)C2)c([N+](=O)[O-])c1 (stereo unspecified) | -5% | 19 | 1% | ? | 6% | -1% | nt | 17% | -4% | 3% | 3%
CC1=CCC2C(=O)N(c3ccc(OC(=O)c4ccco4)cc3)C(=O)C2C1 (stereo unspecified) | 1% | -7 | -2% | 3% | 8% | -2% | -5 | -2% | -2% | 3% | 8%
COc1ccc(-c2c(C#N)c(N)nc3c2CCc2ccccc2-3)cc1OC | nt | -7 | -3% | 21% | ? | i | 12 | -10% | 10% | 0% | -16%
CS(=O)(=O)Nc1ccc(-c2nnc3n2CCCCC3)cc1 | -12% | -1 | -3% | 0% | 0% | 8% | 13 | nt | 3% | -1% | 12%
Cc1ccccc1-c1nc(CS(=O)CC(=O)NC2CCCC2)c(C)o1 (stereo unspecified) | nt | -4 | -6% | 0% | -4% | -2% | 7 | nt | 6% | 4% | -3%

A portion of the library; rates above refer to the full screens.
